Screening data (PubChem BioAssay)
human PMI inhibitors – MPI inhibition at elevated mannose 6-phosphate – biochemical, fluorescence intensity, high mannose 6-phosphate, primary screen (AID 1220). recombinant PMI enzyme, coupled fluorescence intensity; higher % means a stronger effect. inhibition, % at 20 µM, or IC50 in µM where a hit was titrated. actives 0.66% (n = 190,000)
human PMI inhibition – inhibitors of human PMI, primary screen, biochemical, fluorescence intensity, coupled assay (AID 1209). inhibition, % at 20 µM, or IC50 in µM where a hit was titrated. actives 0.42% (n = 190,000). purified PMI enzyme, coupled fluorescence intensity; higher % means a stronger effect;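 note: plate controls were DMSO vehicle for no effect and wells lacking substrate for full effect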
ER stress rescue – protection against thapsigargin-triggered cell killing – 384-well, CSM14.1, ATP luminescence, primary screen (AID 1222); CSM14.1 thapsigargin-induced death rescue, ATP luminescence; higher % means a stronger effect; one-dose cellular ATP content (survival), % at 20 µM; EC50 in µM for titrated hits; 190,000 tested, under 10 active;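 active = EC50 below 50 µM in the dose-response confirmation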;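 note: death triggered by thapsigargin at about 15 µM added after 2 h compound pretreatment; cell ATP read after overnight thapsigargin exposure of roughly 18 to 22 hours; normalized against plate controls of thapsigargin alone and 5% DMSO vehicle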
TNAP activation fold – human TNAP enzyme activators, primary screen, biochemical, luminescent, no phosphate acceptor, uHTS (AID 1001); purified TNAP, luminescent activation assay, no phosphate acceptor; higher activation fold means a stronger effect; activation fold at 20 µM, or EC50 in µM where a hit was titrated; actives 0.03% (n = 200,000); in the data active = activation fold from about 3, or a potency from the dose series; inactive = the rest, 99 in 100 with activation fold below about 1.6; note: many of its hits are not listed in these tables
Myeloid diff MLP – myeloid differentiation induction | ER-HoxA9 myeloid progenitors, lysozyme-GFP differentiation, flow cytometry | calls only at 10 µM | actives 1% (n = 360,000);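 active = normalized GFP-positive differentiation at or above the plate's own cutoff, the solvent-only control mean plus 3 SD; inconclusive = no clear call, values can overlap the other calls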;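 note: cells exposed to compound for four days before flow analysis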
K1F lysis inhibition – inhibition of K1F phage lysis, E. coli UTI89, bacterial capsule biogenesis inhibitors, alamar blue (AID 488966). actives 0.02% (n = 340,000). inhibition, % at 100 µM; hits with a dose series show IC50 in µM. E. coli UTI89 K1F phage lysis, alamar blue, 2 h; higher % means a stronger effect;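 active = phage lysis inhibition, versus mean bacterial control, above a set limit; inconclusive = no clear call, values can overlap the other calls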;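 note: capsule biogenesis inhibitors block K1F phage lysis so surviving cells raise fluorescence; higher fluorescence means more inhibition of phage lysis; actives were called in the ten point dose series up to 300 µM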
WT yeast gro inh – growth inhibition of WT yeast, mitochondrial fusion screen | inhibition, % at 10 µM | actives 2.1% (n = 190,000) | AID 1362 | mitochondrial fusion phenotypic screen, WT strain; in the data active = inhibition above about 58%; tested in S. cerevisiae
P. falciparum M1AAP – malaria alanyl aminopeptidase activity blockers – biochemical, fluorogenic H-Leu-NHMec substrate, 1536-well (AID 1445); actives 0.42% (n = 220,000); recombinant M1AAP, H-Leu-NHMec fluorogenic kinetic assay; higher % means a stronger effect; one-dose inhibition, % at 30 µM; IC50 in µM for titrated hits;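 active = primary inhibition above the hit cutoff, then over 50% inhibition at one or more dose response concentrations, cut at about 23% in these data, passing the limit was not always enough; inconclusive = conflicting primary data, or primary hits not chosen for dose response; inactive = low primary inhibition, or under 50% at every dose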;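 note: plate controls were DMSO full reaction for no effect and no enzyme background for full effect; strong numbers were not always called active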
Hep lipid drop – modulators of hepatic lipid droplet formation; AML12 mouse hepatocytes, oleate lipid droplets, BODIPY imaging; inhibition, % at 6.5 µM; actives 0.4% (n = 240,000); AID 1656;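 active = lipid droplet intensity inhibited by at least 50%, with more than 500 cells counted; inconclusive = wells with under 300 cells, treated as cytotoxic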
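material = mouse AML12 hepatocyte cell line, fixed after treatment | also added = 100 µM oleic acid challenge | doses = compound at 6.5 µM only | schedule = overnight exposure | technique = Image-based BODIPY and DAPI two-channel analysis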
WT yeast gro inh mutant strain – further read-out of WT yeast gro inh, marked with its call; inhibition, %; mitochondrial fusion phenotypic screen, mutant strain inhibition
Hep lipid drop cells 6.5 µM – second read-out of Hep lipid drop, no call of its own (marks repeat the call); cell count; measured here: cell count, cytotoxicity flag;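 cells counted across two imaged fields per well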
Myeloid diff MLP GFP+ MAC1+ % – second read-out of Myeloid diff MLP, no call of its own (marks repeat the call); GFP+ MAC1+ double positive, %; measured here: differentiation confirmed by MAC1 staining
Active calls of the source: *; i = inactive; ? = inconclusive; · = not tested or not shown; + = active, no number; & = joins results of further samples; [ ] = remark or other dose. Cut-off read from the data, not from the text of the source, unless noted: active = inhibition above about 50%; inactive = the rest.

SMILES	human PMI inhibitors	human PMI inhibition	ER stress rescue	TNAP activation fold	Myeloid diff MLP	Myeloid diff MLP GFP+ MAC1+ %	K1F lysis inhibition	WT yeast gro inh	WT yeast gro inh mutant strain	P. falciparum M1AAP	Hep lipid drop	Hep lipid drop cells 6.5 µM
CN=C(NC(=O)Nc1c(C)cccc1C)NC(=O)Nc1c(C)cccc1C	-10%	-27%	·	1.1	i	0.8	0.1%	-11	7	18%	0	687
O=C(Nc1cc(C(F)(F)F)ccc1F)C1CCCCC1	0%	1%	1.6%	1	i	12	-0.7%	-2	-12	4%	9	777
CCOc1cc(C2Nc3cccc4cccc(c34)N2)ccc1O	-15%	10%	-0.6%	1	i	0.0	0.7%	19	20	15%	5	778
COc1ccccc1C(=O)NC(=S)N1CCc2ccccc21	-10%	-10%	0.9%	1.1	i	0.1	-1.4%	-1	11	-5%	-4	662
Cn1cccc1/C=C1\SC(=O)N(CC(=O)Nc2ccc(Cl)cc2)C1=O	15%	24%	-1.4%	1	i	1.6	0.0%	15	-7	7%	·	·
COc1ccc2c(c1)C(C)CC(C)(C)N2C(=O)CSc1nc2ccccc2s1 (stereo unspecified)	6%	0%	-1.3%	0.9	i	1.5	-3.0%	57	4	-1%	·	·
Cc1ccc(-n2c(SCC(=O)NCc3ccco3)nnc2-c2cccnc2)c(C)c1	·	·	·	·	i	0.3	0.4%	-27	-19	7%	·	·
N/C(Cc1ccc(Cl)cc1Cl)=N\OC(=O)Cc1ccccc1	14%	9%	-0.6%	1.1	i	0.5	1.1%	17	31	1%	3	670
CC(C)NC(=O)CSc1nnc(-c2ccco2)n1N	1%	1%	0.2%	1	i	8.8	-0.5%	-2	-4	7%	2	773
CN1CCN(C(=O)C2=C[C@@H](C(C)(C)C)C[C@@H](OCc3ccc(CO)cc3)O2)CC1	2%	4%	-0.6%	1.1	i	1.3	0.7%	4	6	-4%	9	718
CC(C)CNC(=S)N1CCN(C)CC1	-3%	-10%	2.3%	0.9	i	0.9	0.2%	5	-5	9%	·	·
O=C(CN1C(=O)C2CC=CCC2C1=O)NC1=NCCS1 (stereo unspecified)	1%	3%	1.8%	1.1	i	1.1	-0.4%	-6	-12	5%	·	·
CCOC(=O)C1(Cc2cccc(OC)c2)CCN(Cc2cnc(SC)nc2)CC1	0%	2%	2.1%	1.1	i	0.3	·	12	12	-1%	3	754
O=C(N/N=C/c1cn(-c2cccs2)nc1-c1ccccc1)c1ccccc1Br	12%	18%	3.3%	1.1	i	0.2	2.2%	12	-2	5%	11	638
CCOc1cccc(C(=O)Nc2cccc(-c3nnc(-c4ccccc4)o3)c2)c1	0%	6%	-0.4%	1.1	?	·	4.6%	6	8	2%	·	·
O=C(Cc1cccc2ccccc12)Nc1nc2ccccc2[nH]1	9%	15%	0.0%	1.1	i	8.6	-1.8%	12	3	2%	-9	747
O=C(COC(=O)c1ccco1)NCc1ccccc1Cl	-7%	-6%	-0.5%	1.1	i	0.8	0.2%	-11	-3	-3%	-4	685
Cc1ccc(NCC(=O)N/N=C/c2ccc(OC(=O)c3ccco3)cc2)cc1	12%	12%	-1.3%	1.1	i	0.5	0.2%	3	-17	5%	·	·
CN(C)c1ccc(C(=O)OCC(=O)NC2CCCCCC2)cc1	-1%	-4%	-0.1%	0.8	i	0.6	0.6%	7	-16	3%	-24	654
Cc1[nH]c2ccccc2c1/C=N/Nc1cccc(C(=O)O)c1	·	·	·	·	i	0.6	-0.3%[50 µM]	·	·	12%	0	745
CN(CCOC(=O)CN1C(=O)c2ccccc2C1=O)C1=NS(=O)(=O)c2ccccc21	6%	6%	0.0%	1.1	·	·	·	-24	6	12%	6	693
O=S(=O)(NCC(c1cccnc1)N1CCOCC1)c1ccc(Cl)cc1 (stereo unspecified)	-3%	-14%	0.9%	1	i	0.5	0.1%	0	-3	3%	-2	679
CC(=O)c1c(C)[nH]c(C(=O)OCC(=O)Nc2sc3c(c2C#N)CCCC3)c1C	3%	11%	1.8%	0.8	i	0.9	0.1%	16	-2	6%	-1	576
CN(C)c1ccc(CN(C(=O)COc2ccc(Br)cc2)C2CCS(=O)(=O)C2)cc1 (stereo unspecified)	8%	0%	-0.5%	1.1	i	1.2	0.2%	1	-3	10%	·	·
CC(C)CNC(=O)c1ccccc1NC(=O)CN(c1ccc2c(c1)OCCO2)S(C)(=O)=O	-1%	3%	-1.9%	1.1	i	8.3	1.4%	2	-4	-2%	-2	632

An excerpt from above in order of their number in human PMI inhibition, rising.
| mol | human PMI inhibitors | human PMI inhibition | TNAP activation fold | Myeloid diff MLP GFP+ MAC1+ % | WT yeast gro inh mutant strain | P. falciparum M1AAP |
| --- | --- | --- | --- | --- | --- | --- |
| CN(C)c1ccc(C(=O)OCC(=O)NC2CCCCCC2)cc1 | -1% | -4% | 0.8 | 0.6 | -16 | 3% |
| CC(C)NC(=O)CSc1nnc(-c2ccco2)n1N | 1% | 1% | 1 | 8.8 | -4 | 7% |
| CC(=O)c1c(C)[nH]c(C(=O)OCC(=O)Nc2sc3c(c2C#N)CCCC3)c1C | 3% | 11% | 0.8 | 0.9 | -2 | 6% |
| O=C(N/N=C/c1cn(-c2cccs2)nc1-c1ccccc1)c1ccccc1Br | 12% | 18% | 1.1 | 0.2 | -2 | 5% |
| Cn1cccc1/C=C1\SC(=O)N(CC(=O)Nc2ccc(Cl)cc2)C1=O | 15% | 24% | 1 | 1.6 | -7 | 7% |

New compounds follow
SMILES	human PMI inhibitors	human PMI inhibition	ER stress rescue	TNAP activation fold	Myeloid diff MLP	Myeloid diff MLP GFP+ MAC1+ %	K1F lysis inhibition	WT yeast gro inh	WT yeast gro inh mutant strain	P. falciparum M1AAP	Hep lipid drop	Hep lipid drop cells 6.5 µM
C[n+]1c2n(c3ccccc31)N=C(c1cc(C(C)(C)C)c(O)c(C(C)(C)C)c1)CS2	0%	5%	-1.0%	0.9	+	2.5*	8.5%	76*	46*	15%	-94	444
N#CCc1ccc(C(=O)c2ccccc2F)s1	-11%	-4%	-2.2%	1.1	+	1.2*	0.5%	21	29	4%	-27	695
Cc1ccc(-c2csc3nc4cc(C(N)=O)ccc4c(=O)n23)cc1	·	·	·	·	i	1.3	0.5%	·	·	9%	3	646
COc1cc(NC(=O)CN(C)C2CCCCC2)c(C)cc1[N+](=O)[O-]	2%	8%	1.0%	1.1	i	0.2	7.7%	11	5	4%	0	602
CCOCCCNC(=O)c1c[nH]c2ccc(S(=O)(=O)Nc3cccc(OC)c3)cc2c1=O	14%	13%	·	1.1	i	0.6	0.8%	8	16	8%	-4	496
Cc1nc2ccccc2c2c1C(=O)N(c1ccc(C(=O)O)cc1)C2=O	8%	-7%	-1.5%	1	i	0.4	-0.4%	-1	17	-2%	5	672
Cc1nc2cc(C(=O)N3c4ccccc4CC3C)ccc2s1 (stereo unspecified)	8%	7%	2.6%	1.1	i	0.7	0.1%	0	-8	3%	-6	755
O=C(Cc1c(F)cccc1Cl)Nc1ncc([N+](=O)[O-])s1	8%	-2%	-1.9%	0.9	i	0.7	-0.5%	41	11	3%	23	678
CCOC(=O)c1c(NC(=O)CSc2nnnn2-c2ccc3c(c2)OCO3)sc(C)c1C	4%	5%	-0.1%	1.2	i	1.1	0.8%	16	-16	7%	·	·
Cc1cc(C)n(CCC(=O)N/N=C/c2ccc(O)cc2O)n1	-17%	1%	3.6%	1.6	i	1.4	0.7%	-2	5	7%	2	630
Cc1ccc(S(=O)(=O)Nc2nc3ccc(S(C)(=O)=O)cc3s2)cc1	-22%	6%	-2.2%	1	i	8.9	-0.6%	-4	6	12%	-2	788
COc1ccc(N2CCN(Cc3nc4c(c(=O)n(C)c(=O)n4C)n3C(C)C(C)=O)CC2)cc1 (stereo unspecified)	8%	8%	0.1%	1.1	i	7.1	1.1%	0	-1	11%	·	·
CCCCn1c(SCC(=O)N2CCOCC2)nnc1-c1ccoc1C	-7%	-4%	-0.4%	1.1	i	1.1	1.1%	5	4	-2%	1	709
Cc1ccc(OCC(=O)N(Cc2cccs2)C2CCS(=O)(=O)C2)cc1C (stereo unspecified)	·	·	·	·	i	0.8	-0.5%	·	·	-9%	-18	728
C/C(N)=C(/C#N)C(=O)CSc1nnnn1-c1ccccc1	8%	7%	0.1%	1.1	i	1.2	0.2%	94*	-4.2*	8%	·	·
CCCc1[nH]nc2c1C(C1CC=CCC1)C(C#N)=C(N)O2 (stereo unspecified)	25%	5%	-0.6%	0.5	i	0.5	-1.3%	14&-28	13&4	5%	·	·
Cc1ccc(-c2cc(C(F)(F)F)c(C#N)c(SCCC#N)n2)o1	-28%	4%	-3.0%	1.1	i	14	1.8%	-16	-11	12%	-10	754
COc1ccc(C=O)cc1COc1ccc([N+](=O)[O-])c(C)c1	4%	1%	0.4%	1	i	0.3	-0.8%	11	0	6%	26	688
CCC(CC)C(=O)NCCc1ccc(OC)c(OC)c1	1%	0%	-2.7%	1.1	i	1.3	0.3%	3	-8	2%	-5	572
COC(=O)CSc1nnc(CNS(=O)(=O)c2ccc(Cl)cc2)n1C	-1%	0%	-1.0%	1.1	i	3.1	0.0%	6	4	-2%	8	776
O=C(NCC1CCCO1)c1ccc2c(=O)n(Cc3cccc(Br)c3)c(=S)[nH]c2c1 (stereo unspecified)	-9%	-13%	-0.7%	1.1	i	0.3	0.1%	19	20	1%	2	658
COCCNC(=S)N/N=C(\C)CCc1ccc2c(c1)OCO2	-6%	-8%	·	1.1	i	0.6	0.0%	-14	28	5%	0	695
CC(c1ccccc1F)n1cc(C(=O)NCCCn2ccnc2)nn1 (stereo unspecified)	-14%	-10%	-2.1%	1	i	0.0	0.3%	2	4	1%	-4	773
Cc1ccccc1NC1C=CS(=O)(=O)C1 (stereo unspecified)	10%	10%	-1.0%	1	i	0.9	0.2%	-24	-8	3%	·	·

3 structures from above, ordered by formula weight, rising.
SMILES	human PMI inhibitors	human PMI inhibition	ER stress rescue	TNAP activation fold	Myeloid diff MLP	Myeloid diff MLP GFP+ MAC1+ %	K1F lysis inhibition	WT yeast gro inh	WT yeast gro inh mutant strain	P. falciparum M1AAP	Hep lipid drop	Hep lipid drop cells 6.5 µM
Cc1nc2cc(C(=O)N3c4ccccc4CC3C)ccc2s1 (stereo unspecified)	8%	7%	2.6%	1.1	i	0.7	0.1%	0	-8	3%	-6	755
COc1ccc(N2CCN(Cc3nc4c(c(=O)n(C)c(=O)n4C)n3C(C)C(C)=O)CC2)cc1 (stereo unspecified)	8%	8%	0.1%	1.1	i	7.1	1.1%	0	-1	11%	·	·
CCOCCCNC(=O)c1c[nH]c2ccc(S(=O)(=O)Nc3cccc(OC)c3)cc2c1=O	14%	13%	·	1.1	i	0.6	0.8%	8	16	8%	-4	496
